Screening data from PubChem.
RSV CPE inhibition = inhibition of RSV-induced cytopathic effect – HEp-2 cells, primary 10 µM value included (AID 2391) | HEp-2 cells, RSV-induced CPE inhibition; higher % means a stronger effect | CPE inhibition, % at 10 µM; hits with a dose series show IC50 in µM | hit rate 0.13% among 310,000; in the data active means a potency from the dose series; inconclusive means CPE inhibition mostly from about 23% at the one dose, without a potency; inactive means the rest, 99 in 100 with CPE inhibition below about 21%; further: strong numbers were not always called active
LYP phosphatase = inhibitors of LYP phosphatase, biochemical, fluorescence intensity, uHTS (AID 1779); recombinant LYP phosphatase, fluorescence intensity; higher % means a stronger effect; hit rate 0.054% among 290,000; inhibition, % at 11.5 µM, or IC50 in µM where a hit was titrated; in the data active means inhibition above about 50%;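 further: plate controls were vehicle with enzyme for no effect and no enzyme for full effect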
MgcRacGAP inhibition = MgcRacGAP GTPase-activating activity inhibitors, confirmation, biochemical, ADP Hunter fluorescence; AID 624330; hit rate 0.6% among 340,000; inhibition, % at 30 µM, or IC50 in µM where a hit was titrated; MgcRacGAP-stimulated Rac1 GTP hydrolysis, ADP Hunter fluorescence; higher % means a stronger effect; GST-tagged Rac1 F28L mutant substrate;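 active means first-screen hits whose inhibition reached a set limit at any dose in the follow-up dose series; inconclusive means inhibition above the set first-screen limit but never retested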;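 further: fluorescence reports GDP produced by GAP-driven GTP hydrolysis; strong numbers were not always called active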
SV40 large T antigen = TAg ATPase/helicase activity blockers – biochemical (AID 1903). SV40 large T antigen ATPase/helicase inhibition assay; higher % means a stronger effect. inhibition, % at 20 µM; hits with a dose series show IC50 in µM. hit rate 0.39% among 310,000; in the data active means a potency from the dose series; inconclusive means inhibition mostly from about 32% at the one dose, without a potency; inactive means the rest, 99 in 100 with inhibition below about 32%; further: strong numbers were not always called active
ER stress rescue = rescue of cells from ER stress-induced death, primary screen, 384-well, CSM14.1, thapsigargin, ATP luminescence (AID 1222); CSM14.1 thapsigargin-induced death rescue, ATP luminescence; higher % means a stronger effect; cellular ATP content (survival), % at 20 µM, or EC50 in µM where a hit was titrated; 190,000 tested, under 10 active;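 active means EC50 below 50 µM in the dose-response confirmation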;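 further: death triggered by thapsigargin at about 15 µM added after 2 h compound pretreatment; cell ATP read after overnight thapsigargin exposure of roughly 18 to 22 hours; normalized against plate controls of thapsigargin alone and 5% DMSO vehicle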
GPR35 antagonists = inhibition of zaprinast-stimulated GPR35 beta-arrestin translocation – imaging, U2OS, beta-arrestin-GFP, zaprinast agonist, primary screen (AID 2058); U2OS GPR35 beta-arrestin-GFP translocation imaging, zaprinast antagonism; higher % means a stronger effect; inhibition, % at 10 µM; hits with a dose series show IC50 in µM; hit rate 0.052% among 290,000;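 active means inhibition of at least 50% with at least 30 cells and total cytoplasm GFP at most 10,000,000; inconclusive means under 30 cells or total GFP of 10,000,000 plus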
NS5 inhibitors = Dengue-2 NS5 methyltransferase inhibitors, primary screen, biochemical, confirmation dose response (AID 588689); hit rate 0.3% among 340,000; Dengue-2 NS5 methyltransferase capping enzyme assay, biochemical; higher % means a stronger effect; inhibition, % at 25 µM; hits with a dose series show IC50 in µM; in the data active means a potency from the dose series; inconclusive means inhibition above about 29% without an active follow-up result
PhoP inhibition = PhoP-dependent GFP reporter repression – Salmonella Typhimurium, primary screen (AID 1863). S. Typhimurium PhoP-regulated promoter GFP reporter, 4 h; higher % means a stronger effect. inhibition, % at 50 µM, or IC50 in µM where a hit was titrated. hit rate 0.16% among 300,000;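 active means inhibition over 29.93%, a cutoff 3 SD above the screen mean, later confirmed by dose response; inconclusive means inhibition over 29.93% but no dose response follow-up; inactive means inhibition at most 29.93% or unconfirmed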;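 further: 0% = low Mg2+ inducing control and 100% = high Mg2+ repressing control; strong numbers were not always called active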
West Nile antiviral = West Nile virus antiviral activity, cell-based, CPE readout (AID 1621); hit rate 0.02% among 290,000; West Nile virus-infected cells, CPE inhibition; higher % means a stronger effect; CPE inhibition, % at 10 µM, or IC50 in µM where a hit was titrated; in the data active means a potency from the dose series; inconclusive means CPE inhibition mostly from about 3.7% at the one dose, without a potency; inactive means the rest, 99 in 100 with CPE inhibition below about 2.2%; further: strong numbers were not always called active
* = called active by the depositor.

What do the screens show for `Cc1[nH]c2ccccc2c1/C=N\NC(=O)Cn1nnc(-c2ccccc2)n1`?
RSV CPE inhibition: 2.4%; LYP phosphatase: 0%; MgcRacGAP inhibition: -6%; SV40 large T antigen: 5%; ER stress rescue: -2.5%; GPR35 antagonists: 9%; NS5 inhibitors: -5%; PhoP inhibition: 3%; West Nile antiviral: -0.5%

Results for COc1ccc(/C(C)=N\NC(=O)CNC(=O)C(c2ccccc2)c2ccccc2)cc1OC ?
RSV CPE inhibition: 1.0%; LYP phosphatase: -10%; MgcRacGAP inhibition: 5%; SV40 large T antigen: 4%; GPR35 antagonists: -12%; NS5 inhibitors: 0%; PhoP inhibition: -18%; West Nile antiviral: -0.1%

Results for CCOC(=O)c1cc2c(n(-c3ccc(Cl)cc3)c1=O)CCCC2=O ?
RSV CPE inhibition: 4.4%; LYP phosphatase: -3%; MgcRacGAP inhibition: 2%; SV40 large T antigen: -3%; ER stress rescue: -0.9%; GPR35 antagonists: 15%; NS5 inhibitors: -3%; PhoP inhibition: -4%; West Nile antiviral: 0.7%

What do the screens show for `O=C(CN1CCOCC1)N/N=C/C=C/c1ccccc1`?
RSV CPE inhibition: 1.7%; LYP phosphatase: 1%; MgcRacGAP inhibition: 5%; SV40 large T antigen: 20%; ER stress rescue: -0.3%; GPR35 antagonists: 11%; NS5 inhibitors: -3%; PhoP inhibition: 0%; West Nile antiviral: -0.6%

What do the screens show for `O=C(Nc1ccc(O)c(C(=O)O)c1)c1ccc2c(c1)C(=O)N(CC1CCCO1)C2=O` (stereo not drawn)?
RSV CPE inhibition: 2.9%; LYP phosphatase: -1%; MgcRacGAP inhibition: -1%; SV40 large T antigen: 5%; ER stress rescue: -2.2%; GPR35 antagonists: -6%; NS5 inhibitors: -1%; PhoP inhibition: 2%; West Nile antiviral: 1.0%

What do the screens show for `CC(Oc1ccccc1)C(=O)Nc1nnc(S(=O)(=O)Nc2ccccc2)s1` (stereo not drawn)?
RSV CPE inhibition: 3.3%; LYP phosphatase: -5%; MgcRacGAP inhibition: 17%; GPR35 antagonists: -3%; NS5 inhibitors: 7%; West Nile antiviral: -0.3%

Results for COCCCNC(=S)NNC(=O)c1csc(C)n1 ?
LYP phosphatase: -10%; MgcRacGAP inhibition: 8%; SV40 large T antigen: 2%; GPR35 antagonists: 23%; NS5 inhibitors: -6%; PhoP inhibition: 2%; West Nile antiviral: 0.3%

How did COc1ccc(Nc2ncnc3ccccc23)cc1 do in these assays?
RSV CPE inhibition: 3.9%; LYP phosphatase: -10%; MgcRacGAP inhibition: 14%; SV40 large T antigen: 14%; ER stress rescue: 3.8%; GPR35 antagonists: 2%; NS5 inhibitors: -9%; PhoP inhibition: 24%; West Nile antiviral: -0.3%

How did CCOc1ccc(CCNC(=O)CN2CCN(Cc3ccccc3C)C2=O)cc1OCC do in these assays?
RSV CPE inhibition: 3.5%; LYP phosphatase: -8%; MgcRacGAP inhibition: 4%; SV40 large T antigen: -3%; ER stress rescue: -1.4%; GPR35 antagonists: 9%; NS5 inhibitors: 5%; PhoP inhibition: 3%; West Nile antiviral: -0.3%

Results for CCCn1c(N)c(N(CCOC)C(=O)/C=C/c2ccc(C(=O)OC)cc2)c(=O)[nH]c1=O ?
RSV CPE inhibition: 0.3%; LYP phosphatase: -8%; MgcRacGAP inhibition: 4%; SV40 large T antigen: 20%; ER stress rescue: 0.7%; GPR35 antagonists: -1%; NS5 inhibitors: -2%; PhoP inhibition: -14%; West Nile antiviral: -0.7%

How did COc1ccc(Cc2nnc(SC(C)C(=O)Nc3ccc(F)cc3Cl)o2)cc1 (stereo not drawn) do in these assays?
RSV CPE inhibition: 0.2%; MgcRacGAP inhibition: 7%; SV40 large T antigen: 18%; NS5 inhibitors: -4%; PhoP inhibition: 1%

Results for O=C(CN(Cc1ccccc1)C(=O)CNS(=O)(=O)c1ccc(Cl)cc1)NCC1CCCO1 (stereo not drawn) ?
RSV CPE inhibition: 2.2%; LYP phosphatase: -6%; MgcRacGAP inhibition: 9%; SV40 large T antigen: 4%; GPR35 antagonists: -6%; NS5 inhibitors: -9%; PhoP inhibition: 3%; West Nile antiviral: -0.3%

What do the screens show for `O=C(COC(=O)c1cccnc1)Nc1cccc2ccccc12`?
RSV CPE inhibition: 1.9%; LYP phosphatase: -6%; MgcRacGAP inhibition: -1%; SV40 large T antigen: 0%; GPR35 antagonists: 0%; NS5 inhibitors: -4%; PhoP inhibition: 12%; West Nile antiviral: 0.7%

What do the screens show for `COc1ccccc1CNC(=O)COC(=O)C1CCN(S(=O)(=O)c2ccccc2)CC1`?
RSV CPE inhibition: 0.0%; MgcRacGAP inhibition: 10%; SV40 large T antigen: 3%; NS5 inhibitors: 0%; PhoP inhibition: 2%

What do the screens show for `COc1ccc(C(=O)/C=C/c2ccc(OC)c(CN3CCOCC3)c2)cc1`?
RSV CPE inhibition: -0.5%; LYP phosphatase: 5%; MgcRacGAP inhibition: 10%; SV40 large T antigen: 4%; ER stress rescue: 0.7%; GPR35 antagonists: -15%; NS5 inhibitors: 1%; PhoP inhibition: -4%; West Nile antiviral: inconclusive

How did CN(C)S(=O)(=O)c1cccc(NC(=O)c2cccc(NS(=O)(=O)c3ccccc3)c2)c1 do in these assays?
RSV CPE inhibition: 4.4%; LYP phosphatase: -6%; MgcRacGAP inhibition: 6%; SV40 large T antigen: 13%; GPR35 antagonists: 2%; NS5 inhibitors: -11%; PhoP inhibition: 2%; West Nile antiviral: 0.0%

How did Cc1cc2cc(CNC(=O)c3ccc(Br)o3)ccc2n1C do in these assays?
RSV CPE inhibition: 1.3%; LYP phosphatase: -6%; MgcRacGAP inhibition: 6%; SV40 large T antigen: 33%; GPR35 antagonists: -8%; NS5 inhibitors: 26%; PhoP inhibition: -5%; West Nile antiviral: -0.1%

How did CCOC(=O)c1cn2c(C)cccc2n1 do in these assays?
RSV CPE inhibition: 1.9%; LYP phosphatase: -6%; MgcRacGAP inhibition: 14%; SV40 large T antigen: -4%; GPR35 antagonists: 11%; NS5 inhibitors: -9%; PhoP inhibition: 6%; West Nile antiviral: 0.6%

What do the screens show for `O=CN1CCN(C(=O)CN2C(=O)c3ccccc3C2=O)CC1`?
RSV CPE inhibition: 1.4%; LYP phosphatase: -4%; MgcRacGAP inhibition: 3%; SV40 large T antigen: 10%; ER stress rescue: -2.6%; GPR35 antagonists: -7%; NS5 inhibitors: -9%; PhoP inhibition: 6%

Results for COc1cccc(NC(=O)C(=O)N/N=C/c2ccc3c(c2)OCO3)c1 ?
RSV CPE inhibition: 0.8%; LYP phosphatase: -7%; MgcRacGAP inhibition: 7%; SV40 large T antigen: 20%; GPR35 antagonists: 2%; NS5 inhibitors: 2%; PhoP inhibition: -3%; West Nile antiviral: -0.6%

Results for CC(=O)Nc1ccc(NC(=O)CSc2nnc(-c3ccco3)n2Cc2ccco2)cc1 ?
RSV CPE inhibition: 0.5%; LYP phosphatase: -10%; MgcRacGAP inhibition: 4%; SV40 large T antigen: 10%; ER stress rescue: 2.8%; GPR35 antagonists: 1%; NS5 inhibitors: -12%; PhoP inhibition: -2%; West Nile antiviral: 0.8%

How did O=C(NCCOc1ccc(Cl)cc1)C(=O)NCC1CCCO1 (stereo not drawn) do in these assays?
RSV CPE inhibition: 1.1%; LYP phosphatase: -1%; MgcRacGAP inhibition: -3%; SV40 large T antigen: -6%; ER stress rescue: -0.8%; GPR35 antagonists: 8%; NS5 inhibitors: -6%; PhoP inhibition: 5%; West Nile antiviral: -0.1%

Results for O=C(Nc1ccc(F)cc1)C1CCN(S(=O)(=O)c2cccc3nonc23)CC1 ?
RSV CPE inhibition: 0.5%; LYP phosphatase: -4%; MgcRacGAP inhibition: 5%; SV40 large T antigen: 9%; GPR35 antagonists: -11%; NS5 inhibitors: -13%; PhoP inhibition: 7%; West Nile antiviral: -0.9%

How did CC1(/[N+]([O-])=C/c2cccc(Cl)c2)CCCCC1=O (stereo not drawn) do in these assays?
LYP phosphatase: -5%; MgcRacGAP inhibition: 12%; SV40 large T antigen: 14%; GPR35 antagonists: 8%; NS5 inhibitors: -1%; PhoP inhibition: -1%; West Nile antiviral: 0.1%

How did Cn1nnnc1SCCNCc1cccnc1 do in these assays?
RSV CPE inhibition: -0.2%; LYP phosphatase: 5%; MgcRacGAP inhibition: -1%; SV40 large T antigen: 1%; ER stress rescue: -0.9%; GPR35 antagonists: -10%; NS5 inhibitors: 2%; PhoP inhibition: 8%; West Nile antiviral: -0.4%

How did COC(=O)c1cc(=O)n(Cc2ccc(OC)cc2)c(=NCc2ccc(OC)cc2)s1 do in these assays?
RSV CPE inhibition: 4.0%; LYP phosphatase: 0%; MgcRacGAP inhibition: 10%; SV40 large T antigen: 1%; ER stress rescue: 3.2%; GPR35 antagonists: -5%; NS5 inhibitors: -3%; PhoP inhibition: 3%; West Nile antiviral: -0.4%

How did COC(=O)C(Cc1ccccc1)NC(=O)c1cc(S(=O)(=O)N(C)C)ccc1Cl (stereo not drawn) do in these assays?
RSV CPE inhibition: 1.6%; LYP phosphatase: -6%; MgcRacGAP inhibition: -3%; SV40 large T antigen: 8%; ER stress rescue: -0.2%; GPR35 antagonists: -3%; NS5 inhibitors: -1%; PhoP inhibition: -6%; West Nile antiviral: 0.6%

How did COc1ccc(CCNC(=O)CSc2ccccn2)cc1 do in these assays?
RSV CPE inhibition: -0.2%; LYP phosphatase: -10%; MgcRacGAP inhibition: 4%; SV40 large T antigen: 12%; ER stress rescue: -1.7%; GPR35 antagonists: 7%; NS5 inhibitors: -8%; PhoP inhibition: -2%; West Nile antiviral: 0.3%

What do the screens show for `CN(C)c1ccc(C(CC(=O)c2ccccc2)C2CCCCC2=O)cc1` (stereo not drawn)?
RSV CPE inhibition: 1.3%; LYP phosphatase: -11%; MgcRacGAP inhibition: 2%; SV40 large T antigen: 9%; ER stress rescue: -0.6%; GPR35 antagonists: 12%; NS5 inhibitors: -1%; PhoP inhibition: -3%; West Nile antiviral: -0.6%

Retrieved one by one from the entries so far, 2 records:
How did Cn1nnnc1SCCNCc1cccnc1 do in these assays?
RSV CPE inhibition: -0.2%; LYP phosphatase: 5%; MgcRacGAP inhibition: -1%; SV40 large T antigen: 1%; ER stress rescue: -0.9%; GPR35 antagonists: -10%; NS5 inhibitors: 2%; PhoP inhibition: 8%; West Nile antiviral: -0.4%

Results for O=C(Nc1ccc(F)cc1)C1CCN(S(=O)(=O)c2cccc3nonc23)CC1 ?
RSV CPE inhibition: 0.5%; LYP phosphatase: -4%; MgcRacGAP inhibition: 5%; SV40 large T antigen: 9%; GPR35 antagonists: -11%; NS5 inhibitors: -13%; PhoP inhibition: 7%; West Nile antiviral: -0.9%
